Bioassay records: PubChem, Sanford-Burnham Center for Chemical Genomics
CCR6 antag: antagonists of human CCR6 receptor. P51684. CHO-K1 CCR6 PathHunter beta-arrestin, luminescence, CCL20-stimulated. inhibition, % at 20 µM. actives 0.49% (n = 340,000). AID 493098;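 active means compounds whose inhibition of the agonist-driven luminescence signal at 20 µM reaches about 50%, limit read from the data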;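 further: cells stimulated with CCL20 at 14 nM final; plate controls were DMSO with CCL20 for no effect and DMSO without agonist for full effect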
Gli-Sufu antag: antagonists of Gli-Sufu signaling; Sufu-KO-LIGHT fibroblasts, Gli luciferase reporter luminescence; inhibition, % at 5 µM; actives 0.74% (n = 340,000); AID 588413;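 active means inhibition above about 55%, limit read from the data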;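 further: 0% = DMSO-treated cells and 100% = wells with medium but no cells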
Jurkat NFkB inh: inhibitors of the PMA/ionomycin-induced NF-kB reporter in Jurkat cells; inhibition, % at 4 µM; actives 0.53% (n = 330,000); PMA/ionomycin-induced NF-kB luciferase reporter, luminescence; in the data active means inhibition above about 50%
Mdm2 MdmX PPI: human Mdm2/MdmX binding inhibition; O15151+Q00987; SaOS-2 split-luciferase Mdm2/MdmX complementation, luminescence; inhibition, % at 8 µM; actives 3% (n = 330,000); AID 485346;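 active means inhibition of at least 50% at 8 µM in the primary screen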
Target sequence (O15151 whole entry, looked up): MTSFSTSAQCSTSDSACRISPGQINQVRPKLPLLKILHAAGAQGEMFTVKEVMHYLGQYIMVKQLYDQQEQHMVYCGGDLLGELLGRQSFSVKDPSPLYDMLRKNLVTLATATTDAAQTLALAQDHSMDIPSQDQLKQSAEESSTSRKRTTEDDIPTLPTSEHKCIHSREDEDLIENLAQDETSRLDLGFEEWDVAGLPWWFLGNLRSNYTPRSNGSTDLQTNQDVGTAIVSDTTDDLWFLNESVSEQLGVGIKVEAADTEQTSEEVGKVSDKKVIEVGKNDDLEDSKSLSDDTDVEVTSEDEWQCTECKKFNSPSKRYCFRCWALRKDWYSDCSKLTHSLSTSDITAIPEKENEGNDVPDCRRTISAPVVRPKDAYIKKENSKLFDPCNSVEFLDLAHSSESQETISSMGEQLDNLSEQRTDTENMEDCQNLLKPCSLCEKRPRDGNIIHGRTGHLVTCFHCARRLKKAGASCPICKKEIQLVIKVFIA
Target sequence (Q00987 whole entry, looked up): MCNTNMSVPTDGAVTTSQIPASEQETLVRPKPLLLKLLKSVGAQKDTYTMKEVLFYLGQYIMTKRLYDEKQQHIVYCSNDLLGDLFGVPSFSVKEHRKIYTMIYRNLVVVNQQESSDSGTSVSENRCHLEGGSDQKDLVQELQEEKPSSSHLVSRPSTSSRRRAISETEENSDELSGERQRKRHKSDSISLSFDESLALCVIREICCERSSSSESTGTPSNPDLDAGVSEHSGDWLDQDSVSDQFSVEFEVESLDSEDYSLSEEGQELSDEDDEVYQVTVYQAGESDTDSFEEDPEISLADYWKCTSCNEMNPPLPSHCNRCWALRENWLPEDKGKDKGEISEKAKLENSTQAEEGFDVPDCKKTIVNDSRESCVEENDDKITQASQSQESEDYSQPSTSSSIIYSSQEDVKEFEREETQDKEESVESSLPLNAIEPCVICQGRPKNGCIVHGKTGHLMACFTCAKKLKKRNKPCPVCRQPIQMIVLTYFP
UPR CHOP act: activators of apoptotic arm of unfolded protein response (CHOP); CHO-CHOP luciferase reporter, UPR activation, luminescence; percent of tunicamycin response over DMSO baseline; AID 449763; actives 0.34% (n = 330,000); activation, % at 10 µM;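 active means at 10 µM dose, activation of 40% or more, normalized to positive control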;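 further: 100% = tunicamycin at 10 µg/mL and 0% = DMSO alone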
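Assay system: CHO cells with stable CHOP pathway luciferase reporter; Buffer or medium: F12 plus 10% serum; Times: 16-18 h cell attachment, then 6 h compound exposure, 37 °C; Signal: luciferase luminescence; Read-out basis: percent activation relative to tunicamycin control; Control set: tunicamycin high control, DMSO low control.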
XBP1 UPR activ: adaptive UPR (XBP1) activation; CHO-XBP1 luciferase reporter, IRE1-XBP1 UPR activation, luminescence; percent of tunicamycin response, DMSO as zero; activation, % at 20 µM; actives 0.33% (n = 330,000);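 active means versus positive control, 20 µM dose yields 30% or more activation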;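 further: 100% = tunicamycin at 10 µg/mL and 0% = DMSO only wells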
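Assay system: CHO-XBP1 luciferase reporter cells; Schedule: 6 h treatment, 37 °C; Detection: glow luminescence from Steady-Glo reagent; Benchmarks: high control tunicamycin 10 µg/mL final, low control DMSO vehicle only.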
697 NFkB inh: lowers PMA/ionomycin-induced NF-kB signal in 697 B cells | AID 435022 | inhibition, % at 4 µM | actives 0.33% (n = 330,000) | 697 B-cell NF-kB luciferase reporter, 16 h; in the data active means inhibition above about 35%
EBI2 block: antagonists of human EBI2 receptor | EBI2 beta-arrestin recruitment, luminescence, 7a,25-OHC stimulated | actives 0.81% (n = 360,000) | P32249 | inhibition, % at 5 µM | AID 651636; in the data active means inhibition above about 38%;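 further: enzyme fragment complementation signal reports receptor beta-arrestin coupling in cells; 0% = agonist plus DMSO wells and 100% = wells without agonist; some results beyond the cut were filed as inactive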
CXCR6 inh: CXCR6 (human) receptor inhibition; actives 0.36% (n = 360,000); inhibition, % at 20 µM; CHO-K1 PathHunter CXCR6 beta-arrestin, luminescence; AID 602244; in the data active means inhibition above about 34%, passing the limit was not always enough;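 further: antagonist mode with CXCL16 agonist at 10 nM final; 0% = 10 nM CXCL16 with DMSO and 100% = unstimulated wells without agonist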
Active calls of the source: *; . = no result given.

SMILES	CCR6 antag	Gli-Sufu antag	Jurkat NFkB inh	Mdm2 MdmX PPI	UPR CHOP act	XBP1 UPR activ	697 NFkB inh	EBI2 block	CXCR6 inh
CC1CC1C(=O)N1CCN(S(=O)(=O)c2cc(C(F)(F)F)cc(C(F)(F)F)c2)CC1 (stereo not drawn)	0	0	-9	18	-1.3	-4	7	-12	-3
O=C(O)CC1(CC(=O)Nc2ccccc2Br)CCCC1	-3	6	-5	6	0.2	0	7	-11	-3
COc1ccc(OCC(=O)N2N=C(C)CC2(O)C(F)(F)F)cc1 (stereo not drawn)	-3	2	-4	8	-0.1	-1	6	-3	-1
CN(CCC1CCOCC1)Cc1cn[nH]c1-c1ccc(-c2ccccc2)cc1	7	-10	-13	-4	1.4	0	-25	-10	1
CCC(=O)N1CCc2cc(OC)c(OC)cc2C1COc1ccc(OC)cc1 (stereo not drawn)	4	0	-2	9	-0.8	-1	5	-2	-6
Cc1cccc(C)c1NC(=O)CN(C)CC(=O)Nc1ccccc1Oc1ccccc1	16	-3	-10	9	-1.6	0	-7	4	16
Cc1ccc(CNC(=O)C2CCCN(S(=O)(=O)c3c(C)n[nH]c3C)C2)cc1 (stereo not drawn)	-6	.	10	-13	-0.9	-4	7	-3	2
Cc1ccc(CNC(=O)CCS(=O)(=O)Cc2ccc(C)cc2)cc1	17	51	1	-15	-1.3	-3	-28	-2	0
CCOC(=O)N1CCN(S(=O)(=O)c2cc(Cl)ccc2Cl)CC1	1	2	-7	11	-1.4	0	-11	7	11
Cc1cccc(N2CCN(C(=S)c3ccc4c(c3)OCO4)CC2)c1	1	-6	.	.	.	.	.	8	0
Cc1cccc(-n2nnnc2SCC(=O)N(CC(C)C)c2c(N)n(CC(C)C)c(=O)[nH]c2=O)c1	-8	3	-3	8	2.2	1	16	3	6
CC1Cc2ccccc2N1C(=O)COC(=O)Cn1cnc2ccccc2c1=O (stereo not drawn)	-16	4	3	23	1.6	2	18	1	6
C=CCN1C(=O)/C(=C\c2ccc(Cl)cc2)N=C1SCC(=O)NC1CCCCC1	-3	31	-8	21	-1.3	-5	9	-8	2
CCOC(=O)N1CCN(c2ccc(C(C)=O)cc2F)CC1	-5	-7	18	4	1.0	-3	10	-4	-7
CCNc1oc(/C=C/c2ccc(OCC)cc2)nc1C#N	2	-17	35	47	3.1	4	-106	9	22
CCOC(=O)N1CCN(c2nc(-c3ccco3)cc(C(F)(F)F)n2)CC1	14	10	-10	-3	-3.1	-4	6	-14	3
CCCCN1CC(=O)N2[C@@H]3c4cc(Br)ccc4OC[C@@H]3[C@H](C(=O)OCC)[C@]2(C)C1=O	-11	-6	.	.	.	.	.	-2	-6
CC1=C(C(=O)OC(C)C)C(c2cccnc2)C2=C(CCCC2=O)N1 (stereo not drawn)	-8	2	-34	0	-1.8	0	-28	-14	-11
CC(C)(C)c1cnnn1-c1ccc(C=O)cc1	-12	7	-3	-16	1.8	1	2	-7	-8
Cc1cccc(Cn2c(CN3CCN(Cc4ccccc4)CC3)nc3c2c(=O)[nH]c(=O)n3C)c1	14	4	6	-12	0.0	-2	4	8	1
CCc1ccccc1N(CC(=O)NC1CCCCC1)C(=O)CNC(=O)c1ccco1	14	0	-12	15	-1.0	-2	2	21	1
Cc1cc(-c2ccccc2)nc(N(C)NC(=O)c2cccc(C(F)(F)F)c2)c1S(C)(=O)=O	28	14	8	19	0.7	0	-21	-9	-1
Cn1/c(=N/NC(=O)c2ccccc2F)sc2ccccc21	10	-55	-63	-44	1.6	3	-39	-1	3
COc1ccc(NC(=O)C(NS(=O)(=O)c2ccc3c(c2)CCCN3C(C)=O)C(C)C)c(OC)c1 (stereo not drawn)	8	-5	12	5	-0.7	-2	10	0	1

A portion from further up, as a working copy:
SMILES	CCR6 antag	Gli-Sufu antag	Jurkat NFkB inh	Mdm2 MdmX PPI	UPR CHOP act	XBP1 UPR activ	697 NFkB inh	EBI2 block	CXCR6 inh
Cc1cc(-c2ccccc2)nc(N(C)NC(=O)c2cccc(C(F)(F)F)c2)c1S(C)(=O)=O	28	14	8	19	0.7	0	-21	-9	-1
Cn1/c(=N/NC(=O)c2ccccc2F)sc2ccccc21	10	-55	-63	-44	1.6	3	-39	-1	3
COc1ccc(NC(=O)C(NS(=O)(=O)c2ccc3c(c2)CCCN3C(C)=O)C(C)C)c(OC)c1 (stereo not drawn)	8	-5	12	5	-0.7	-2	10	0	1

Continuation:
SMILES	CCR6 antag	Gli-Sufu antag	Jurkat NFkB inh	Mdm2 MdmX PPI	UPR CHOP act	XBP1 UPR activ	697 NFkB inh	EBI2 block	CXCR6 inh
COC(=O)[C@H](Cc1ccccc1)NC(=O)N1CCN(c2ccccc2)CC1	-39	3	4	-7	2.1	-1	14	-2	-5
O=C(NCC1CC1)c1onc(CSc2ccccc2)c1C(=O)NCC1CC1	17	6	-5	8	0.1	-1	17	-9	4
CC(C(=O)NC1CCCC1)N(C(=O)c1ccc(-c2ccccc2)[nH]1)c1ccccc1F (stereo not drawn)	4	5	-6	10	-2.3	-2	10	26	14
Cc1cccc(NC(=O)c2cc(N3C(=O)CCC3=O)ccc2Cl)n1	12	2	-6	4	-1.4	-1	7	-1	-3
O=C(c1ccccc1)N1CCN(Cc2ccccc2Br)CC1	5	7	7	29	0.3	-1	-9	-11	3
CCN1C(=NCCOC)N[C@@H](c2cccs2)C(C(=O)OC)=C1C	6	15	1	-14	0.5	1	-14	1	4
COC(=O)c1sccc1NC(=O)CSc1cc(Cl)ccc1Cl	21	2	25	10	-1.9	-3	10	24	4
O=C(NCCCn1ccnc1)Nc1cccc(Cl)c1	-1	-1	-3	-20	0.4	-2	15	-4	-7
COC(=O)c1cc(OCC(=O)NC2CCCc3ccccc32)cc(C(=O)OC)c1 (stereo not drawn)	23	1	3	1	-1.4	-4	1	3	7
COc1cc(C(C[N+](=O)[O-])c2c(C)[nH]c3ccccc23)cc(OC)c1OC (stereo not drawn)	7	2	48	19	-0.1	2	-18	-2	0
COc1ccc(/C=N\NC(=O)c2c(C)nc3ccc(Br)cn23)cc1	4	61*	44	59*	-0.5	10	10	-6	5
Cc1[nH]c2ccc(-c3nnc(SCC(=O)c4ccccc4F)o3)cc2c1C	2	-11	2	37	0.9	-1	10	18	6

4 structures already listed, sorted by count of non-hydrogen atoms, falling:
SMILES	CCR6 antag	Gli-Sufu antag	Jurkat NFkB inh	Mdm2 MdmX PPI	UPR CHOP act	XBP1 UPR activ	697 NFkB inh	EBI2 block	CXCR6 inh
COC(=O)c1cc(OCC(=O)NC2CCCc3ccccc32)cc(C(=O)OC)c1 (stereo not drawn)	23	1	3	1	-1.4	-4	1	3	7
Cc1cccc(NC(=O)c2cc(N3C(=O)CCC3=O)ccc2Cl)n1	12	2	-6	4	-1.4	-1	7	-1	-3
CCN1C(=NCCOC)N[C@@H](c2cccs2)C(C(=O)OC)=C1C	6	15	1	-14	0.5	1	-14	1	4
O=C(c1ccccc1)N1CCN(Cc2ccccc2Br)CC1	5	7	7	29	0.3	-1	-9	-11	3

(listing goes on)
SMILES	CCR6 antag	Gli-Sufu antag	Jurkat NFkB inh	Mdm2 MdmX PPI	UPR CHOP act	XBP1 UPR activ	697 NFkB inh	EBI2 block	CXCR6 inh
Cc1ccc(NC(=O)c2ccccc2)cc1OC(=O)c1ccccc1	16	4	-40	-26	0.8	3	-46	12	11
COC(=O)c1scc(C)c1NC(=O)Cc1ccccc1	-3	-1	-10	9	-1.6	0	-7	0	3
Cc1ccc(N(CC(=O)NC2CCCCC2)C(=O)CNC(=O)c2ccco2)cc1F	10	-3	11	18	-1.9	0	5	3	10
O=C(COc1ccccc1)N/N=C/c1ccc([N+](=O)[O-])o1	7	-10	4	23	10	8	-12	-9	-13
COc1ccc(CCn2c(=O)c3cccnc3n(Cc3ccc([N+](=O)[O-])cc3)c2=O)cc1OC	5	14	.	.	.	.	.	10	0
COC(=O)c1ccccc1NC(=O)Cn1nnc(-c2ccc(OC)cc2)n1	13	6	11	21	-0.2	2	10	-7	-2
CCN(CC(=O)NC(C)C)C(=O)Cc1ccc(C)c(C)c1	1	3	4	12	-1.4	0	12	-4	-2
CCOC(=O)CNC(=O)c1c2c(nc3ccccc13)CCCC2	5	0	-12	7	-2.9	0	2	-7	-3
COc1ccc(OC)c(NC(=O)C(C)N2c3cccc4cccc(c34)S2(=O)=O)c1 (stereo not drawn)	18	-7	6	12	0.1	4	-16	3	-19
CN(Cc1ccccc1)C(=O)c1cccc(NC(=O)Cc2ccc(NC(=O)C3CCCN(C(=O)C4CCC4)C3)cc2)c1 (stereo not drawn)	0	-4	.	.	.	.	.	0	3
O=C(O)C(c1ccccc1)C1(O)CC2CCC1C2 (stereo not drawn)	3	2	.	.	.	.	.	-12	-1
C=CCC1CCCC(=O)N2CCCC12 (stereo not drawn)	-3	1	.	1	0.6	2	11	-6	-1
COc1ccc(S(=O)(=O)NCC2CCCN(Cc3ccccc3C)C2)cc1 (stereo not drawn)	10	25	-4	11	0.5	-1	4	4	-5
COc1ccc2ccccc2c1/C=N/NC(=O)c1cc(C)[nH]n1	5	10	10	-12	0.7	-3	-42	-3	-4
Cc1ccc(NC2=Nc3ccccc3N3C2=Nc2c(c(C)nn2-c2ccccc2)C3c2ccc(O)c(O)c2)cc1 (stereo not drawn)	-5	5	.	.	.	.	.	8	0
COc1ccc(CC(=O)Nc2nc3n(n2)C(c2ccccc2)CC(=O)N3)cc1OC (stereo not drawn)	-2	5	-6	-17	-1.3	-2	1	-2	3
Cc1cc(C)cc(-n2ncc3c2CCCC3NC(=O)C2CCC2)c1 (stereo not drawn)	5	-16	12	8	0.4	-6	2	-2	-6
CNC(=S)N(CCc1c(C)[nH]c2ccc(OC)cc12)Cc1ccco1	2	34	0	28	-0.4	2	11	11	1
Nc1nc(-c2ccc(Oc3ccccc3)cc2)c(CC(=O)O)s1	7	-6	6	16	-0.7	-1	-4	-12	-3
CCNS(=O)(=O)c1ccc(NC(=O)Cn2cc([N+](=O)[O-])cn2)cc1	22	-1	4	0	-0.3	-3	6	1	-1
CCOC(=O)N1CCN(CC(O)COc2cc(C)ccc2C(C)C)CC1 (stereo not drawn)	17	18	6	21	-0.9	-1	-7	-4	8
CCOC(=O)C1CCCN(S(=O)(=O)c2ccc(F)c(C(=O)Nc3ccc(F)c(F)c3)c2)C1 (stereo not drawn)	12	2	0	31	-0.4	-1	12	-14	14
Cc1ccc(C2(c3ccc(C)cc3)NC(=O)N(Cc3c(C)noc3C)C2=O)cc1	25	5	19	20	-1.2	0	1	-4	0
CCOc1ccc(C(=O)COC(=O)c2cccc(-n3cnnn3)c2)cc1	6	-40	6	8	5.7	-5	8	-2	-7
COc1cccc(CNC(=O)CSc2ccc(-c3cccs3)nn2)c1	-15	-4	-2	22	-0.8	-1	4	4	-2
CCCN(CC(=O)Nc1ccccc1OC)C(=O)Cn1[nH]c(=O)c2ccccc2c1=O	6	9	-7	-21	-1.5	0	22	-11	1
CC(=O)c1c(C)[nH]c(C(=O)CSc2ncnc3sc(-c4ccccc4)cc23)c1C	2	39	52*	51*	4.6	-2	-32	-5	-6
O=C(NCC(c1ccco1)N1CCCC1)c1cn(-c2ccccc2)nc1-c1ccc(F)cc1 (stereo not drawn)	23	13	13	10	0.7	-3	-7	-10	14
CC(NS(=O)(=O)/C=C/c1ccccc1)c1ccccc1 (stereo not drawn)	7	4	3	3	-0.4	-4	7	0	3
Cc1cc(C)c2c(N)c(C(=O)Nc3ccccc3Cl)sc2n1	14	-8	-52	-5	7.7	23	-51	27	10
Cn1c(SCC(=O)N/N=C/c2ccco2)nc2ccccc21	10	10	-11	-11	-0.2	-2	-19	2	-11
COc1ccc(OC)c2c(=O)cc(C(=O)O)[nH]c12	5	-2	1	-18	-2.4	-3	18	-1	-7
